Source: PubChem
Bim-Bcl-B – human Bim-Bcl-B interaction inhibition; Q9HD36; bead-based flow cytometry, Bim peptide-Bcl-B binding; inhibition, % at 10 µM; 190,000 compounds, 0.073% hits; AID 951;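 also: 0% = tracer peptide without compound and 100% = reference inhibitor peptide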
Bim-Bcl-XL – disrupts Bim peptide binding to human Bcl-XL | bead flow cytometry, fluorescence | inhibition, % at 10 µM | 190,000 compounds, 0.04% hits
Target sequence (Q07817 whole entry, looked up): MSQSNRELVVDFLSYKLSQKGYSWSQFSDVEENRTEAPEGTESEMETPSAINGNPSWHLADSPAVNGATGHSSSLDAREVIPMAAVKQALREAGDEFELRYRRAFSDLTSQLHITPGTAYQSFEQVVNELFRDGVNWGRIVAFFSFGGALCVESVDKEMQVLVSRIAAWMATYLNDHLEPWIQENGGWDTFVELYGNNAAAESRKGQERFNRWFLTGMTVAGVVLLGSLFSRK
Bfl-1 Bim block – disrupts Bim binding to human Bfl-1. inhibition, % at 10 µM. Q16548. Bead-based flow cytometry, Bim-Bfl-1 binding inhibition. 190,000 compounds, 0.12% hits;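 also: 0% = wells without compound plus tracer and 100% = blocker peptide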
Bim-Mcl-1 – disrupts Bim peptide binding to human Mcl-1; Q07820; Bead-based flow cytometry, Bim peptide-Mcl-1 binding; inhibition, % at 10 µM; 190,000 compounds, 0.1% hits;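 also: 0% = no compound tracer wells and 100% = peptide blocker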
Target sequence (Q07820 whole entry, looked up): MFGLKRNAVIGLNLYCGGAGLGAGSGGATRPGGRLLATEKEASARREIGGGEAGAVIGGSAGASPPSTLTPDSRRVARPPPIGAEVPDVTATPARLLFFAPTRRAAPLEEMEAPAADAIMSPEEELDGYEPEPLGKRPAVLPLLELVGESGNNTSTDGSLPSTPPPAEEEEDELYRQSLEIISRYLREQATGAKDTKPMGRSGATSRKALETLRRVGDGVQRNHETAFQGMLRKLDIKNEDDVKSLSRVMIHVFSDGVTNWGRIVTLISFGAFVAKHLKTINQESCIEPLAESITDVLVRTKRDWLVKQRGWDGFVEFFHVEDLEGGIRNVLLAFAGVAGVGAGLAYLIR
Bcl-2 Bim block – human Bim-Bcl-2 interaction inhibition; inhibition, % at 10 µM; AID 950; Bead-based flow cytometry, Bim peptide-Bcl-2 binding; 190,000 compounds, 0.06% hits; P10415; in the data active = inhibition above about 40%; inconclusive = no clear call, values can overlap the other calls;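 also: 0% = no compound wells with probe peptide and 100% = reference peptide inhibitor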
Target sequence (P10415 whole entry, looked up): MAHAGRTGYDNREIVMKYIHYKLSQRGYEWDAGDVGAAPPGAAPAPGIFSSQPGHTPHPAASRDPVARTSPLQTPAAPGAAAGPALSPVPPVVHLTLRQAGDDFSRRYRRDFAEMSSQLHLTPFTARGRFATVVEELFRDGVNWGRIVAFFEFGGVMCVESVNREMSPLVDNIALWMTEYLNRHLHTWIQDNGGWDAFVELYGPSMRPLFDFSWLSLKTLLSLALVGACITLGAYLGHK
RGS8-Gao – regulators of human RGS8-Galphao interaction; P09471; multiplexed bead flow cytometry, RGS8-Galphao binding; actives lie on both sides; response (percent of control binding), % at 10 µM; 220,000 compounds, 0.34% hits; AID 1423; in the data active = response below about 60% or above about 140%; inactive = in between;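 also: Galphao activated as the GDP aluminium fluoride complex binding bead-coupled RGS8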
RGS4-Gao reg – human RGS4-Galphao interaction regulation | P09471 | Multiplexed bead flow cytometry, RGS4-Galphao binding; actives lie on both sides | binding response (% of control), % at 10 µM | 220,000 compounds, 0.33% hits | AID 1415; in the data active = binding response below about 49% or above about 150%; inactive = in between;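 also: fluorescent Galphao activated with aluminum fluoride binding bead-coupled RGS4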
RGS7-Gao – modulates binding of RGS7 to human Galphao | P09471 | binding response (% of control), % at 10 µM | Multiplexed bead flow cytometry; actives lie on both sides | 220,000 compounds, 0.35% hits; in the data active = binding response below about 49% or above about 150%; inconclusive = no clear call, values can overlap the other calls; inactive = in between;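 also: fluorescent Galphao held in activated GDP-AlF4 state binding bead-coupled RGS7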
GSH fluor – GSH bead compound fluorescence profile | GSH beads flow cytometry, compound fluorescence 488/530 nm; hits give high values | fluorescence (KMESF) at 10 µM | 190,000 compounds, 0.25% hits; in the data active = fluorescence above about 89;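 also: glutathione beads carrying GST-tagged Bcl family fusion proteins plus one bare bead set; values are compound well signal with DMSO vehicle wells as background; inactives centre near 16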
Bim-Bcl-W – inhibitors of Bim-Bcl-W interaction, human; 190,000 compounds, 0.02% hits; bead-based flow cytometry, Bim peptide-Bcl-W binding; Q92843; inhibition, % at 10 µM; AID 952;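 also: 0% = bound tracer without compound and 100% = peptide blocker; higher means less fluorescent Bim peptide bound to Bcl-W beads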
Mcl1 Bid PPI – Mcl-1/Bid interaction inhibition; Q07820; TR-FRET Mcl-1/Bid-Dy647 peptide binding, 1536-well; inhibition, % at 21.7 µM; 220,000 compounds, 0.97% hits; AID 1021;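 active = compounds that cut the binding signal by more than half at the single screening dose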;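 also: His-tagged Mcl-1 with europium anti-His antibody binding Bid BH3 peptide; 0% = Mcl-1 plus peptide wells and 100% = peptide-only wells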
* hit, by the source's call; ? = inconclusive. Rule as the data show it, unless noted: active = inhibition above about 40%.

SMILES	Bim-Bcl-B	Bim-Bcl-XL	Bfl-1 Bim block	Bim-Mcl-1	Bcl-2 Bim block	RGS8-Gao	RGS4-Gao reg	RGS7-Gao	GSH fluor	Bim-Bcl-W	Mcl1 Bid PPI
COCCn1c(SCC(=O)c2ccccc2)nc2ccccc2c1=O	-2	0	2	0	-2	99	103	105	15	-1	-22
O=C(O)Cn1nnnc1SCC(=O)Nc1ccccc1F	0	0	-6	0	3	100	98	97	26	3	-10
COC(=O)c1cccc(S(=O)(=O)N2CCCC2)c1	-7	-3	-2	-4	-5	83	97	101	6	-1	-14
O=C1C2C3C=CC(C3)C2C(=O)N1c1ccc2ccccc2n1 (stereo not drawn)	-6	-10	-3	-5	3	98	90	102	18	-4	-3
CCC(c1nnnn1Cc1ccc(F)cc1)N(CCCO)Cc1cc2cc3c(cc2[nH]c1=O)OCO3 (stereo not drawn)	-6	-4	-3	-6	0	102	97	100	28	-1	0
Cn1c(=O)c2c(-c3ccccc3)n(Cc3cccnc3)cc2n(C)c1=O	-3	0	0	-2	0	90	98	97	16	-1	-44
Cc1cc(=O)[nH]c(SCC(=O)N2CCN(S(=O)(=O)c3ccccc3)C2)n1	-5	0	-4	1	1	104	102	97	21	4	-8
Cc1cccc(NC(=S)NNC(=O)c2ccc(O)cc2O)c1C	-6	0	-3	2	-2	103	101	105	18	0	-36
COc1cccc(CN2CCNC(=O)C2CC(=O)NCCOc2cccnc2)c1 (stereo not drawn)	-6	-2	-5	-1	-1	100	102	103	14	-3	-22
CCOC(=O)c1cccc(NC(=O)CSc2nnc(COc3ccccc3C)o2)c1	-10	-10	-17	-8	-9	103	102	101	38	-4	8
CCCC1=[N+](CC(=O)c2ccccc2)CCn2cccc21	-8	-3	-3	0	-4	99	98	98	12	-1	-18
CC1CCC(NC(=O)C2CCN(S(=O)(=O)c3ccc4nc5c(c(C(=O)O)c4c3)CC(C)CC5)CC2)CC1 (stereo not drawn)	2	-1	-4	1	0	96	94	97	12	-1	-23
Fc1ccc(Oc2nccc(-c3ccc(Cl)cc3)n2)cc1	-8	-19	-9	-2	-5	100	96	97	38	-6	-21
CCN1/C(=C2\OC(=S)N(C)C2=O)C=Cc2ccccc21	-9	-4	-3	0	0	100	107	112	21	0	-2
COc1ccc(C(=O)N/N=C2/SCC(=O)N2Cc2ccc3c(c2)OCO3)cc1OC	-6	0	-12	1	0	99	97	99	50	5	-37
CCOC(=O)N1CCN(S(=O)(=O)c2ccc3c(c2)SC(C)C(=O)N3)CC1 (stereo not drawn)	-4	-2	-2	-4	1	100	101	107	25	0	4
COc1ccc(/C=N/NC(=S)Nc2cccc(C(=O)O)c2)cc1	-3	-4	-4	0	-1	102	101	102	10	0	-47
CCOC(=O)C1(Cc2ccccc2C)CCCN(C(=O)c2cc(CC)nn2C)C1 (stereo not drawn)	-9	-8	-9	-5	-3	103	99	98	16	-6	-35
COCCNS(=O)(=O)c1ccc(-c2ccc(S(=O)(=O)NCCOC)cc2)cc1	-1	-4	-6	0	-5	103	104	101	10	0	-32
CC(C)(C)NS(=O)(=O)c1ccc(Oc2ncc(C(F)(F)F)cc2Cl)cc1	-12	-7	-8	-7	-9	102	96	93	44	3	-4
CC(C)NC(=O)C(Cc1ccccc1)N1C(=O)c2ccccc2C1=O (stereo not drawn)	-3	-2	-1	1	-2	99	97	99	28	2	-6
CSc1ccc(C(=O)C2CCCN(C(=O)CCCn3cncn3)C2)cc1 (stereo not drawn)	-1	-2	-3	1	-1	101	99	99	16	2	-18
COc1ccc2c(c1)c1nnc(SCC(=O)N3C(C)CCCC3C)nc1n2C (stereo not drawn)	5	6	-3	7	1	95	87	87	50	4	-46
COc1cc(C(=O)N2CCC(NC(=O)C(Cc3ccc(C)cc3)NC(C)=O)CC2)cc(OC)c1OC (stereo not drawn)	-7	-8	-9	1	-5	102	103	105	52	3	-25
Cc1cccnc1NC(=O)CCNS(=O)(=O)c1ccc2c(c1)c(=O)n(C)c(=O)n2C	0	0	-2	2	0	102	102	98	11	0	1
COc1cc(S(=O)(=O)N2CCOCC2)ccc1NC(=O)CN1c2cccc3cccc(c23)S1(=O)=O	-5	0	2	-2	2	101	99	98	10	0	-64
CCCn1nnnc1NCc1c(Cl)cccc1Cl	-7	-2	-6	-1	0	100	98	96	13	-2	-2
COC(=O)c1nn(-c2ccccc2)c(Sc2ccc(C)cc2)c1/C=N/O	1	0	-2	-1	-2	121	110	110	15	1	-26
Cc1ccc2nc(N3CC(=O)Nc4ccccc43)nc(-c3ccccc3)c2c1	11	20	16	15	11	101	101	99	14	13	97*
CCOc1cc2[nH]c(=O)n(CCCC(=O)NCc3ccco3)c(=O)c2cc1OCC	-4	-2	-2	0	-1	103	103	101	21	-1	-41
S=c1[nH]cnc2sc(-c3ccccc3)cc12	-18	-3	1	-4	-2	96	95	92	15	-2	-53
O=c1c2ccccc2oc2nc(-c3ccco3)n(Cc3ccccc3)c(=O)c12	-4	-3	-8	3	-1	97	100	100	6	5	6
COc1ccc(-c2noc(CN3CCCCC3)n2)cc1OC	-3	-5	-3	-2	-5	101	100	101	17	-6	0
Cc1cc(O)ccc1NC(=O)CCN1C(=O)c2ccc([N+](=O)[O-])cc2C1=O	10	18	17	13	13	124	119	119	7	12	-21
CC(=O)NC1=NN(C(C)=O)C(C)(c2ccccn2)S1 (stereo not drawn)	-2	-3	-8	0	2	102	100	102	12	0	-15
CCc1cc2cc3c(cc2nc1SCC(=O)Nc1nnc(C)s1)OCCO3	-8	-17	-14	-1	-3	102	98	99	20	-3	-9
COc1ccc(-c2nnc3sc(COc4ccc(C)cc4)nn23)cc1	1	0	1	0	2	99	99	95	14	2	-19
COC(=O)c1ccccc1NC(=O)Nc1ccc(C(=O)N2CCCC2)cc1	0	1	-1	-1	0	101	101	100	18	-1	-15
COc1ccc(CCNc2cc(=O)[nH]c(N)n2)cc1	11	1	-9	18	-2	95	97	92	36	18	-48
CCC(=O)Nc1nc(C)c(Oc2ccccc2)c(=O)[nH]1	-5	-2	-11	1	-2	97	96	97	9	3	-26

An excerpt from above in order of the Bim-Bcl-W value, descending.
SMILES	Bim-Bcl-B	Bim-Bcl-XL	Bfl-1 Bim block	Bim-Mcl-1	Bcl-2 Bim block	RGS8-Gao	RGS4-Gao reg	RGS7-Gao	GSH fluor	Bim-Bcl-W	Mcl1 Bid PPI
COc1ccc(CCNc2cc(=O)[nH]c(N)n2)cc1	11	1	-9	18	-2	95	97	92	36	18	-48
Cc1ccc2nc(N3CC(=O)Nc4ccccc43)nc(-c3ccccc3)c2c1	11	20	16	15	11	101	101	99	14	13	97*
CSc1ccc(C(=O)C2CCCN(C(=O)CCCn3cncn3)C2)cc1 (stereo not drawn)	-1	-2	-3	1	-1	101	99	99	16	2	-18

Part of the list above, limited to Bcl-2 Bim block.
mol	Bcl-2 Bim block
COc1ccc2c(c1)c1nnc(SCC(=O)N3C(C)CCCC3C)nc1n2C (stereo not drawn)	1
COc1cc(C(=O)N2CCC(NC(=O)C(Cc3ccc(C)cc3)NC(C)=O)CC2)cc(OC)c1OC (stereo not drawn)	-5

One compound at a time (already shown):
CSc1ccc(C(=O)C2CCCN(C(=O)CCCn3cncn3)C2)cc1 (stereo not drawn) is listed with Bim-Bcl-B = -1; Bim-Bcl-XL = -2; Bfl-1 Bim block = -3; Bim-Mcl-1 = 1; Bcl-2 Bim block = -1; RGS8-Gao = 101; RGS4-Gao reg = 99; RGS7-Gao = 99; GSH fluor = 16; Bim-Bcl-W = 2; Mcl1 Bid PPI = -18
CCC(=O)Nc1nc(C)c(Oc2ccccc2)c(=O)[nH]1 is listed with Bim-Bcl-B = -5; Bim-Bcl-XL = -2; Bfl-1 Bim block = -11; Bim-Mcl-1 = 1; Bcl-2 Bim block = -2; RGS8-Gao = 97; RGS4-Gao reg = 96; RGS7-Gao = 97; GSH fluor = 9; Bim-Bcl-W = 3; Mcl1 Bid PPI = -26

More results.
SMILES	Bim-Bcl-B	Bim-Bcl-XL	Bfl-1 Bim block	Bim-Mcl-1	Bcl-2 Bim block	RGS8-Gao	RGS4-Gao reg	RGS7-Gao	GSH fluor	Bim-Bcl-W	Mcl1 Bid PPI
C=CCn1c(=S)[nH]c2scc(-c3cccs3)c2c1=O	-7	-4	0	1	0	99	98	101	25	0	-63
Cc1cc(C(=O)OCC(=O)c2c(N)n(C)c(=O)n(C)c2=O)c(C)n1-c1ccccc1	-8	-3	-9	-5	-2	96	91	91	25	0	-79
CN1CCc2c(c3c(n2C)CCN(C)C3c2ccc(F)cc2)C1c1ccc(F)cc1 (stereo not drawn)	-8	-4	-8	-3	-10	101	99	102	12	2	-13
Cc1ccc2c(c1)c(C)c(C)n2CC(O)Cn1nnc2ccccc21 (stereo not drawn)	-8	-7	-13	-2	-13	104	104	103	18	-1	12
CC(=O)Nc1ccc2nc(NC(=O)COc3ccc([N+](=O)[O-])cc3)sc2c1	-4	-1	-7	-1	0	101	101	110	8	0	35
COC(=O)c1c(-c2ccccc2Cl)noc1/C=C/N(C)C	-1	-1	-6	0	-4	101	100	96	10	0	-37
O=C(c1cc(Cl)cc(Cl)c1)N1CCOCC1	-9	-5	-14	-1	-4	101	103	105	34	0	-42
Cc1c(Br)c([N+](=O)[O-])nn1CCCC(=O)NC(C)c1ccccc1 (stereo not drawn)	0	0	-5	-1	-4	102	98	103	19	0	-14
Cc1ccc(CNC(=O)/C=C/c2cccs2)cc1	-2	0	-1	1	0	102	103	103	20	0	-6
CCNc1nc(Oc2ccc(=O)n(-c3ccccc3)n2)nc(N2CCOCC2)n1	-5	-18	-3	0	-6	104	101	104	56	0	1
CCOc1ccc(NC(=O)CS(=O)CC(=O)NC2CCCc3ccccc32)cc1 (stereo not drawn)	-2	-3	-2	0	-3	97	89	89	29	0	1
CCC(=O)N1CCN=C1SCc1ccc(Cl)cc1	-8	-5	-12	1	-6	101	101	102	13	0	-2
CCC(C)n1c(=S)[nH]c2ccccc2c1=O (stereo not drawn)	-4	0	0	0	-2	99	96	?	13	0	-60
COc1nc(Oc2ccc(/C=N/O)cc2)nc(N(C)C)n1	0	0	0	-1	0	98	99	99	8	-2	-9
